PMI act hi M6P: human PMI activators, high substrate, primary screen, biochemical, fluorescence intensity, near-saturating mannose 6-phosphate. activation factor at 20 µM. coupled PMI enzyme assay, resazurin fluorescence, 20 min; active compounds read high; 1 = untreated enzyme, 0 = substrate-free blank. actives 0.34% (n = 190,000). Mannose-6-phosphate isomerase (Homo sapiens), P34949;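 active = activation factor of 2 or more at 20 µM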
Target sequence (P34949 whole entry, looked up): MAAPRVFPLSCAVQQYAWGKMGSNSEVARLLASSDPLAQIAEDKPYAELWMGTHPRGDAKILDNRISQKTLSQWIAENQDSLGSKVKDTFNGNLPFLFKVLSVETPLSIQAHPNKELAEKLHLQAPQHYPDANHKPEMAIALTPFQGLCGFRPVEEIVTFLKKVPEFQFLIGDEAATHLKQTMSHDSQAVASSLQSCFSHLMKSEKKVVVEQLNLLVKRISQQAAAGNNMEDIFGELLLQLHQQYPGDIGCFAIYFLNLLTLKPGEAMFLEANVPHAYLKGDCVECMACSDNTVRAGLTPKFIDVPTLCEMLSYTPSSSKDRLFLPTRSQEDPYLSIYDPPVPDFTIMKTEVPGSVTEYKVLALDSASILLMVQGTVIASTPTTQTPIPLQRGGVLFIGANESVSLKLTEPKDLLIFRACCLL
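Material: human phosphomannose isomerase with PGI, G6PDH, diaphorase coupling enzymes; amount: PMI at 15 ng/mL final; also added: Mannose-6-phosphate 1.0 mM (near-saturating) plus 0.22 mM NADP+; incubation: enzyme reaction with compound 20 min at room temperature; signal: resorufin fluorescence (Ex 544/Em 590 nm) from resazurin via diaphorase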
Lmaj promast: Leishmania major promastigote growth inhibition, primary screen. Leishmania major promastigotes, resazurin fluorescence viability. inhibition, % at 10 µM. actives 9% (n = 200,000). AID 1063, 2008; in the data active = inhibition above about 50%;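 note: promastigotes grown with compound for 44 hours at 28 °C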
TNAP inh hi DEA: human TNAP enzyme inhibitors, primary screen, biochemical, luminescent, high phosphate acceptor level, uHTS | purified TNAP, CDP-star luminescence, 1 M DEA | inhibition, % at 20 µM | actives 0.03% (n = 200,000);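 active = over 50% inhibition of tissue-nonspecific alkaline phosphatase at 20 µM in the single-dose screen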;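 note: plate controls were DMSO wells for no effect and EDTA-quenched wells as full inhibition for full effect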
Target sequence (P05186 whole entry, looked up): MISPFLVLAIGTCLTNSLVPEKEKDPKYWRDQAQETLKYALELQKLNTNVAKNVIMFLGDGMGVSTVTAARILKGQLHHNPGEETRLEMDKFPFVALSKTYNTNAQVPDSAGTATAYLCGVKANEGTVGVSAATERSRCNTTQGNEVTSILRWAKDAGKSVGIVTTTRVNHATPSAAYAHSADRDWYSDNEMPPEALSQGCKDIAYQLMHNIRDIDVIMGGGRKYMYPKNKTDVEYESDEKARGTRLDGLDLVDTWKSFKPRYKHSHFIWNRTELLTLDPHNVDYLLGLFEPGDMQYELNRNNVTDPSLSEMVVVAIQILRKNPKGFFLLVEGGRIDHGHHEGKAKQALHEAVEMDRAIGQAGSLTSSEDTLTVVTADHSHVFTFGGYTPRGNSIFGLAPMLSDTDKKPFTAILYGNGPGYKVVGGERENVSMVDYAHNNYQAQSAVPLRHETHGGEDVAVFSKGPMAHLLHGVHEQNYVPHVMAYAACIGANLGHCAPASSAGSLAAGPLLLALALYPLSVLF
bIAP inhibitor: bovine intestinal alkaline phosphatase inhibitors, primary screen, selectivity assay for TNAP inhibitor project, biochemical, bovine IAP, CDP-star luminescence; AID 1019, 2008; inhibition, % at 20 µM; 190,000 tested, under 10 active; purified bovine IAP, 30 min; alkaline phosphatase, intestinal [Bos taurus];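 active = over 50% inhibition of intestinal alkaline phosphatase at 20 µM in the single-dose screen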
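Incubation: 30 min reaction at room temperature / Material: purified bovine intestinal alkaline phosphatase (IAP) enzyme / Input: enzyme at 1/65,000,000 dilution / Dosing: 20 µM single dose / Signal: CDP-star luminescence signal / Reagent: CDP-star chemiluminescent phosphatase substrate, 30 µM final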
TNAP act hi DEA: TNAP activators at high phosphate acceptor level, primary screen, biochemical, luminescence, uHTS | Alkaline phosphatase, tissue-nonspecific isozyme (Homo sapiens), P05186 | purified TNAP, CDP-star luminescence, 1 M DEA, 30 min; active compounds read high; 0 = EDTA background, 1 = DMSO-only activity | activation factor at 20 µM | 200,000 tested, under 10 active | AID 1136, 2008;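 active = activation factor at least 2 at 20 µM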
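Test system – human TNAP · Doses – 20 µM single point · Incubation – 30 min, room temperature · Signal – luminescent substrate turnover signal · Read-out basis – activation factor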
Diaph inh CS: diaphorase inhibitors and chemical oxidizers, primary screen, counter-screen for diaphorase-coupled primary assays, biochemical, uHTS, resorufin fluorescence | inhibition, % at 20 µM | AID 1217, 2008 | diaphorase resazurin-to-resorufin fluorescence, NADH, 16 min; bacterial (C. kluyveri) enzyme, not human | actives 0.69% (n = 190,000);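 active = primary screen inhibition at 20 µM above a set limit, cut at about 50% in these data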;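 note: plate controls were DMSO with full reaction for no effect and wells lacking NADH for full effect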
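Test system: diaphorase enzyme from Clostridium kluyveri; amount: diaphorase at 0.14 U/mL in enzyme working solution; detection: fluorescence of resorufin formed from resazurin, Ex 544/Em 590 nm; times: reaction incubation of 16 min at room temperature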
TNAP inh noacc: human TNAP enzyme inhibitors, primary screen, biochemical, luminescent, no phosphate acceptor, uHTS; actives 0.26% (n = 200,000); Alkaline phosphatase, tissue-nonspecific isozyme (Homo sapiens), P05186; purified TNAP, CDP-star luminescence, 30 min; inhibition, % at 20 µM; AID 1012, 2008;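 active = tissue-nonspecific alkaline phosphatase inhibition above about 50% at 20 µM in the single-dose screen, limit read from the data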;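 note: 0% = DMSO negative control and 100% = EDTA positive control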
bIAP act: bovine intestinal alkaline phosphatase activators, primary screen, biochemical, bovine IAP, CDP-star luminescence | alkaline phosphatase, intestinal [Bos taurus] | purified bovine IAP, 30 min; active compounds read high; fold of DMSO-control signal, blank-subtracted | activation factor at 20 µM | actives 0.17% (n = 200,000) | AID 1016, 2008;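 active = activation factor of 2 or more at 20 µM, a signal rise over negative controls twice the positive control's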
PMI activator: activators of human PMI, primary screen, biochemical, fluorescence intensity, near-Km mannose 6-phosphate; Mannose-6-phosphate isomerase (Homo sapiens), P34949; purified human PMI, coupled resazurin fluorescence, 20 min; active compounds read high; 1 = vehicle control, 0 substrate-free wells; activation factor at 20 µM; actives 0.005% (n = 190,000); AID 1214, 2008;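 active = activation factor of 2 or more at 20 µM, relative to plate controls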
Diaphorase act: compounds boosting diaphorase resazurin reduction – biochemical, uHTS, resorufin fluorescence, counter-screen for diaphorase-coupled primary assays, primary screen | actives 0.005% (n = 190,000) | activation factor at 20 µM | Diaphorase/resazurin coupled assay, 16 min; active compounds read high; 1 = vehicle wells, 0 = NADH-free wells;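 active = diaphorase activity raised at least twofold by the compound at 20 µM; inactive = activation factor below 2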
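Assay system: bacterial diaphorase enzyme (C. kluyveri) / Input: enzyme 0.07 U/mL final / Medium: 50 mM HEPES pH 7.4 with 4.542 mM MgCl2, 0.005% Tween 20 / Doses: single compound dose of 20 µM, 1% DMSO final / Incubation: 16 min enzyme reaction, ambient temperature / Signal: fluorescence, excitation 544 nm and emission 590 nm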
The depositor's hits bear a star; x = not tested or not shown. An unsorted share of the library, and some 10% of all compounds hit somewhere here.

A first look (five entries):
SMILES	PMI act hi M6P	Lmaj promast	TNAP inh hi DEA	bIAP inhibitor	TNAP act hi DEA	Diaph inh CS	TNAP inh noacc	bIAP act	PMI activator	Diaphorase act
COC(=O)c1cc2sccc2n1CC(=O)N1CCCc2ccccc21	0.8	23	2	1	1	15	-18	1	0.8	0.8
Clc1nnc(N2CCCCC2)c2ccccc12	x	17	2	-2	1	x	-4	1	x	x
CCN1CCN(C(=O)c2ccc(-c3nc4ccccc4s3)s2)CC1	1	1	-1	-4	1	0	3	1	1.1	1
CCCCCCCCn1c2c(c(=N)c3c1CCC3)CCCC2	1	101*	-13	-16	1.1	-26	-16	1.2	1	1.3
CCCCN(CC)C(=O)CSc1cc(=O)n(C)c2ccccc12	1	0	-4	6	1	13	-12	0.9	0.9	0.9

This part in full, from the start:
SMILES	PMI act hi M6P	Lmaj promast	TNAP inh hi DEA	bIAP inhibitor	TNAP act hi DEA	Diaph inh CS	TNAP inh noacc	bIAP act	PMI activator	Diaphorase act
COC(=O)c1cc2sccc2n1CC(=O)N1CCCc2ccccc21	0.8	23	2	1	1	15	-18	1	0.8	0.8
Clc1nnc(N2CCCCC2)c2ccccc12	x	17	2	-2	1	x	-4	1	x	x
CCN1CCN(C(=O)c2ccc(-c3nc4ccccc4s3)s2)CC1	1	1	-1	-4	1	0	3	1	1.1	1
CCCCCCCCn1c2c(c(=N)c3c1CCC3)CCCC2	1	101*	-13	-16	1.1	-26	-16	1.2	1	1.3
CCCCN(CC)C(=O)CSc1cc(=O)n(C)c2ccccc12	1	0	-4	6	1	13	-12	0.9	0.9	0.9
Cc1ccc(C2(c3noc(CN(C)CCCN4CCOCC4)n3)CCCC2)cc1	1	50	-3	-4	1	-1	-7	1	1	1
CC1CCCC(NC(=O)CSC2CCCCC2)C1C (stereo unspecified)	1	5	1	-7	1	11	-6	1.1	1	0.9
Cc1ccc(/C=c2\sc3nc(-c4ccco4)nn3c2=O)o1	0.8	2	-2	-5	1	50	-2	1.1	0.5	0.5
N#CCCCSc1nnnn1-c1cccc(Cl)c1	1	-2	-2	15	1	2	-12	0.9	1	1
COc1ccc(CC(=O)Nc2nncs2)cc1OC	1	-5	-4	2	1	12	-12	1	1	0.9
CC1CN(C(=O)c2ccccc2)OC(c2ccc3c(c2)OCO3)O1 (stereo unspecified)	1.1	3	-4	3	1	-11	-1	1	1.1	1.1
O=c1[nH][nH]c(-c2ccccc2)c1C=Nc1ccc(OC(F)(F)F)cc1	0.9	0	7	0	0.9	14	-27	1	1	0.9
Cc1ccc(N=N/C(=C\O)C(=O)c2ccc(Cl)cc2)cc1	1.1	91*	5	10	1	10	8	0.9	1	0.9
CN(C(=O)Cc1ccccc1)n1cnnc1	1.1	-3	-1	32	1	-2	-8	0.7	1.1	1
CC(NC(=O)c1ccccc1F)c1nnc(SCC(=O)N2CCN(c3ccccc3)CC2)n1C (stereo unspecified)	1	-1	0	-26	1	4	-5	1.3	1	1
CC(C)S(=O)(=O)N1CCCC(C(=O)c2cccc(Cl)c2)C1 (stereo unspecified)	1.1	4	-2	1	1	7	1	1	1	0.9
CN(C)CCCO/N=C(\c1ccccc1)c1ccncc1	1.2	-5	-7	-11	1.1	1	6	1.1	1.1	1
O=C(CN1CCN(c2ccccn2)CC1)Nc1ccccc1	1	-1	-7	-25	1.1	3	-5	1.3	1	1
O=[N+]([O-])c1cccc(S(=O)(=O)NCC2CCCO2)c1 (stereo unspecified)	1	1	-1	9	1	9	-14	0.9	1	0.9
CCN(CCn1cccn1)Cc1nc(-c2ccccc2)no1	1	-2	0	-3	1	1	-1	1	1	1
CCOC(=O)C1CCCN(c2nnnn2-c2ccccc2)C1 (stereo unspecified)	1	-8	-8	7	1.1	2	-6	0.9	1.1	1
Cc1ccc(CN=C(Nc2ccccc2)NC2CCCCC2)cc1	1	60*	-12	-60	1.1	1	-24	1.6	0.9	1
Cc1cccc(/C=N/NC(=O)c2cc(-c3cccnc3)nc3ccccc23)c1	1	26	-3	-15	1	0	-6	1.2	1.1	1
CN1CCN(C(=O)c2cc3nc(-c4ccc(Cl)cc4)cc(C(F)(F)F)n3n2)CC1	1	48	-5	-2	1.1	12	-14	1	1	0.9
COc1ccc(C2(O)CCN(C(=O)c3c(F)cccc3F)CC2)cc1	1	-3	-6	4	1.1	19	-18	1	1	0.8
CN1CCN(/C=N/c2c(C#N)cnn2Cc2ccccc2)CC1	1	-4	-1	2	1	2	-3	1	0.9	1
NNC(=O)c1nc(-c2ccccc2)n2c1CCCCC2	1.1	-8	-3	-10	1	4	-10	1.1	1.1	1
CC1CCc2c(sc3nc(CSc4ncn[nH]4)[nH]c(=O)c23)C1 (stereo unspecified)	0.8	-9	-1	13	1	29	-112	0.9	0.8	0.7
COc1ccc(O)c(-c2cc(-c3cccc(Br)c3)n[nH]2)c1	0.9	37	-7	-6	1.1	18	-33	1.1	1	0.8
O=c1[nH]n2c(=O)c3c([nH]c2c1N=Nc1cccc(Cl)c1)CCC3	1.2	-7	4	-24	1	-16	-4	1.2	1.2	1.2
Cc1cc(C(=O)N2CCOCC2)ccc1[N+](=O)[O-]	0.9	-5	-2	-8	1	18	-4	1.1	0.9	0.8
COc1ccc(OC)c(N=c2oc3c(OC)cccc3cc2C(=O)NCc2ccco2)c1	0.9	x	6	36	0.9	12	2	0.6	1	0.9
O=S(=O)(Cc1ccc(Cl)cc1)c1ccccc1-c1nnc(-c2ccccc2)o1	0.9	-1	-4	-2	1	5	-10	1	1	1
COC(=O)c1cc(NC(=O)C2COc3ccccc3O2)ccc1Cl (stereo unspecified)	0.9	-2	-4	40	1	14	-12	0.6	0.9	0.9
CCOC(=O)C(=O)Nc1nnc(COc2ccccc2)s1	1.1	-4	-1	-14	1	6	-7	1.1	1	0.9
CCN(CC)CC#CCC(O)(c1ccccc1)c1ccccc1	1	77*	-4	-32	1	2	-4	1.3	1	1
COc1cccc(N2CCN(CC(=O)C34CC5CC(CC(C5)C3)C4)CC2)c1	0.9	-3	-9	6	1.1	21	-15	0.9	0.8	0.8
C=CCC1c2cccc(C(=O)O)c2C(=O)N1c1cccc(C)c1 (stereo unspecified)	1	-5	-5	4	1	17	-5	1	1	0.8
CN(C)c1ccc(/C=C/C(=O)c2ccccc2O)cc1	0.8	-6	22	0	0.8	19	14	1	0.9	0.8
Cc1cc(Cl)c(S(=O)(=O)NCc2ccncc2)cc1OCC(N)=O	1	-3	-6	10	1.1	-3	-12	0.9	1	1
CC(C)CC(=O)Nc1ccc(Nc2ccccc2)cc1	0.6	2	-1	9	1	19	-6	0.9	0.8	0.8
C=CCSc1nc2ccsc2c(=O)n1-c1ccccc1	1	8	-1	-7	1	8	-7	1.1	1	0.9
COc1cc(OC)cc(C(=O)Nc2nc3ccc(S(C)(=O)=O)cc3s2)c1	1	11	-6	8	1.1	21	-13	0.9	1	0.8
Cc1nc2nc(-c3ccco3)nn2c(C)c1Cl	1	5	3	8	1	14	-6	0.9	0.9	0.9
CC(=O)C1C(c2ccc(Cl)cc2)NC(=O)NC1(O)C(F)(F)F (stereo unspecified)	0.9	-5	-2	11	1	11	-11	0.9	0.9	0.9
COc1cc(CN2CCCC(CCC(=O)NCc3ccc(C)o3)C2)cc2c1OCO2 (stereo unspecified)	0.8	0	-7	-8	1.1	8	-8	1.1	0.9	0.9
Cc1cc(C)n(-c2nc(NCCO)c3c4c(sc3n2)CCCC4)n1	0.9	8	-6	-10	1.1	2	-12	1.1	0.9	1
O=C(COC(=O)c1cc(S(=O)(=O)N2CCOCC2)ccc1O)NCCc1ccccc1	1.1	-5	-3	1	1	4	-4	1	1.1	1
CN1CCN(C2OC(=O)c3ccccc32)CC1 (stereo unspecified)	1.1	-6	-4	13	1	4	-7	0.9	1.1	1
O=C1CCC(=O)N1CCOP1(=O)COc2ccccc2OC1	1	-5	0	3	1	13	-6	1	1	0.9
CN(C(=O)c1ccc2c(c1)SC1=NS(=O)(=O)CCN12)C(c1ccccc1)c1ccccc1	1	75*	-3	3	1	7	-15	1	0.9	0.9
COc1cccc(CNC(=O)CCC2CCCN(C/C=C/c3ccccc3OC)C2)c1 (stereo unspecified)	1	31	-6	-10	1.1	0	-22	1.1	1	1
CN(C)c1cccc(C(=O)OC(C(=O)Nc2ccc([N+](=O)[O-])cc2Br)c2ccccc2)c1 (stereo unspecified)	1	10	4	26	1	16	1	0.7	0.9	0.8
O=C(Nc1ccccc1C(=O)N1CCCC1)c1cccc(S(=O)(=O)N2CCCCCC2)c1	0.9	2	3	2	1	11	-1	1	0.9	0.9
S=C(NCc1ccco1)N1CCOCC1	0.9	-4	3	-22	1	16	-8	1.2	0.9	0.8
CCOCCCNC(=O)Cn1cnc2sc(C)c(S(=O)(=O)N3CCN(c4ncccn4)CC3)c2c1=O	1	-6	0	-2	1	0	-10	1	1.1	1
O=C1CCCN1c1nccs1	1.1	0	-2	8	1	6	-4	0.9	1	0.9
CC(/C=C/c1ccccc1)=N\NC(=O)c1cc(C)[nH]n1	1	6	-5	-33	1	7	-143	1.3	1	0.9
O=C(CSc1nnnn1C1CCCC1)Nc1cccc(NC(=O)c2ccco2)c1	1	23	-5	9	1	12	-7	0.9	0.9	0.9
NC1=NC(c2ccc(Cl)cc2)n2c(nc3ccccc32)N1 (stereo unspecified)	0.9	-5	-6	-59	1.1	10	-26	1.6	1	0.9

Source: PubChem BioAssay (several laboratories)
